High-throughput results (PubChem)
MRP resist rev: compounds reversing MRP-mediated drug resistance; H69AR cells + 2 uM doxorubicin, CellTiter-Glo, 72 h; differential viability (reversal), % at 10 µM; 85,000 tested, 0.04% active;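 active = viability drop by adding the cancer drug above about 55%, with treated viability meeting a 40% cutoff, limit read from the data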;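 note: viability without doxorubicin minus viability with 2 µM doxorubicin for each compound; larger differential means the compound sensitizes cells more to doxorubicin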
NFkB transloc pot: enhances IL-1B driven NFkB nuclear translocation; HUVEC IL-1B NFkB p65 nuclear translocation imaging; activation, % at 2 µM; 94,000 tested, 0.3% active; AID 819;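 active = activation above 40%, about the mean plus 3 SD, also judged a hit on visual image review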;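 note: percent activation is computed from the nuclear over cytoplasmic p65 intensity ratio; values of inactives mirror those of a sister screen read the other way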
PLAP inhibition: inhibition of human placental alkaline phosphatase – biochemical, luminescence, HTS (AID 690). one-dose inhibition, % at 20 µM; IC50 in µM for titrated hits. 96,000 tested, 0.08% active. purified PLAP, luminescent substrate; higher % means a stronger effect; in the data active = a potency from the dose series; inactive = the rest, 99 in 100 with inhibition below about 30%; note: strong numbers were not always called active
IL1B NFkB inh: blocks IL-1B driven NFkB nuclear translocation in HUVEC cells; HUVEC IL-1B NFkB p65 nuclear translocation imaging; 94,000 tested, 0.43% active; AID 796; inhibition, % at 2 µM;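 active = inhibition above about 30% together with a positive call from visual inspection of the well image, limit read from the data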;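 note: nuclear over cytoplasmic p65 intensity ratio measured by imaging; 0% = IL-1B stimulated DMSO wells and 100% = unstimulated DMSO wells; values of inactives mirror those of a sister screen read the other way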
Bcl-B TR3 displacers: displacers of TR3 peptide from Bcl-B, primary screen, selectivity assay for Bfl-1 inhibitor project, biochemical, fluorescence polarization; FP displacement of FITC-TR3 peptide from Bcl-B; higher % means a stronger effect; displacement, % at 20 µM; hits with a dose series show IC50 in µM; 96,000 tested, 0.11% active;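 active = displacement above 50% at 20 µM plus a fluorescence interference ratio under 1.5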;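 note: plate controls were wells without compound for no effect and wells lacking Bcl-B protein for full effect; a part of the inactive calls stands beside numbers as strong as those of hits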
MRP resist rev cytotoxicity: further read-out of MRP resist rev, marked with its call; viability, %; H69AR cells, CellTiter-Glo, 72 h; measured here: cytotoxicity without doxorubicin
MRP resist rev with doxorubicin: recorded beside MRP resist rev, whose call it bears; viability, %; measured here: viability with 2 uM doxorubicin; hits give low values
IL1B NFkB inh cell count 2 µM: also measured in IL1B NFkB inh; calls as there; cell count; measured here: cells passing quality filter;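 raw number of nuclei counted in each imaged well without normalization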
NFkB transloc pot cell count 2 µM: second read-out of NFkB transloc pot, no call of its own (marks repeat the call); cell count; measured here: cells passing quality filter
An asterisk follows results filed as active; . = no result given.

SMILES	MRP resist rev	MRP resist rev cytotoxicity	MRP resist rev with doxorubicin	NFkB transloc pot	NFkB transloc pot cell count 2 µM	PLAP inhibition	IL1B NFkB inh	IL1B NFkB inh cell count 2 µM	Bcl-B TR3 displacers
CN(CCC#N)C(=O)Cn1nc(Cc2ccncc2)c2ccccc2c1=O	5	87	81	5	188	4%	-5	188	3%
CC(=O)OCc1c(COC(C)=O)[n+](=O)c2ccccc2n1[O-]	10	105	96	4	118	4%	-4	118	0%
CCOC(=O)Cc1csc(NC(=O)c2cc(OC)cc(OC)c2)n1	5	90	86	8	118	.	-8	118	.
O=C(NC1CCCCC1)C(c1ccc2ncccc2c1)N(Cc1cccs1)C(=O)c1cccs1 (stereo not drawn)	.	.	.	-4	163	-57%	4	163	-4%
CCc1cc(C(=O)NNC(=S)NC(C)c2ccccc2)cs1 (stereo not drawn)	.	.	.	15	146	-4%	-15	146	-12%
CCN(C(=O)c1cn(C)c(=O)c2cc(OC)c(OC)cc12)c1cc(C)ccc1C	37	67	29	25	128	-48%	-25	128	2%
CC1CCN(c2ccc(C(=O)O)cc2)CC1	4	98	94	24	147	15%	-24	147	-8%
Cc1cc(N2CCN(c3cccc(C(F)(F)F)c3)CC2)n2ncnc2n1	-11	74	85	.	.	3%	.	.	-7%
COc1ccc(C2N(C(=O)CN3CCOCC3)CCN2S(=O)(=O)c2ccccc2)cc1 (stereo not drawn)	-33	22	55	12	116	-31%	-12	116	-27%
COc1ccccc1-c1nnc(Sc2nc([N+](=O)[O-])nn2C)o1	0	3	2	1	59	10%	-18	149	2%
Cn1cnnc1SCc1ccccc1	-6	94	100	-3	160	6%	3	160	-1%
Cc1nc(C)c(C(=O)Nc2cccc(Cl)c2)o1	8	85	77	33	112	-5%	-33	112	-21%
CC1Cc2cc(-c3csc(NC(=O)Cc4cccs4)n3)ccc2N1S(C)(=O)=O (stereo not drawn)	-3	75	78	0	118	-45%	0	118	-4%
CCC(CC)C(=O)c1c[nH]c(C(=O)NCc2ccco2)c1	.	.	.	-4	200	5%	4	200	0%
c1ccc(Nc2cc(Nc3ccccc3)[nH]n2)cc1	3	71	68	10	150	12%	-10	150	10%
CC(CC(=O)O)CC(=O)Nc1ccccc1C(=O)O (stereo not drawn)	12	95	83	11	118	-1%	-11	118	-3%
COCCCn1c(SCC(=O)n2c(C)c(C)c3ccccc32)nnc1-c1ccoc1C	-15	77	92	19	127	-48%	-20	127	-11%
COc1ccc(NC2=Nc3ccccc3CC2)cc1	-11	88	99	.	.	-24%	.	.	-1%
COC(=O)C1=CN(c2cccc(C)c2)C=C(C(=O)OC)C1c1cc(OC)c(O)c([N+](=O)[O-])c1	.	.	.	6	71	-20%	-6	71	-7%
Cn1c(=O)c2c(n(Cc3ccccc3)c1=O)NC(=O)C2CC(=O)O (stereo not drawn)	-13	88	101	6	61	-4%	-6	61	11%
Cc1ccc(Nc2c([N+](=O)[O-])cc(C(=O)N3CC(=O)Nc4ccccc43)cc2[N+](=O)[O-])c(C)c1	.	.	.	-2	192	20%	2	192	-3%
CC1CCCCC1NC(=O)c1ccc(S(=O)(=O)N2CCCC2)cc1 (stereo not drawn)	9	98	89	7	72	11%	-7	72	8%
CCOc1ccccc1OCC(=O)Nc1ccc(Cl)cc1Cl	-11	75	87	32	78	-4%	-32	78	5%
O=C(c1ccco1)N1CCN=C1SCc1ccc(F)cc1	23	106	83	.	.	14%	.	.	-6%
COc1cccc(-c2nnc(SCC(=O)Nc3ccc(S(N)(=O)=O)cc3)n2C)c1	-2	100	102	-1	158	-36%	1	158	16%

Just NFkB transloc pot cell count 2 µM, MRP resist rev cytotoxicity and MRP resist rev (2 entries from above):
| Compound | NFkB transloc pot cell count 2 µM | MRP resist rev cytotoxicity | MRP resist rev |
| --- | --- | --- | --- |
| CC1Cc2cc(-c3csc(NC(=O)Cc4cccs4)n3)ccc2N1S(C)(=O)=O (stereo not drawn) | 118 | 75 | -3 |
| CCC(CC)C(=O)c1c[nH]c(C(=O)NCc2ccco2)c1 | 200 | . | . |

Continued:
SMILES	MRP resist rev	MRP resist rev cytotoxicity	MRP resist rev with doxorubicin	NFkB transloc pot	NFkB transloc pot cell count 2 µM	PLAP inhibition	IL1B NFkB inh	IL1B NFkB inh cell count 2 µM	Bcl-B TR3 displacers
CC(C)CCNC(=O)NC(=O)COc1ncnc2sccc12	1	102	101	-8	131	12%	8	131	-49%
COc1cc(CN2CCC(C(=O)N3CCN(c4ccccc4F)CC3)CC2)ccc1O	21	87	66	-17	81	-51%	17	81	-2%
COc1ccccc1S(=O)(=O)Cc1ccc(C(=O)N2CCCC2)o1	9	98	89	-3	66	0%	3	66	13%
O=S(=O)(NCc1cc(-c2ccc(Cl)cc2)no1)c1ccc(Cl)cc1	.	.	.	4	153	3%	-4	153	3%
COc1ccccc1CNC(=O)C1CC(c2ccc([N+](=O)[O-])cc2)=NO1 (stereo not drawn)	.	.	.	-9	188	9%	10	188	-17%
NC(=O)CSc1nnc(CNc2cccc(Cl)c2)n1CCc1ccccc1	-1	83	84	-11	135	-53%	11	135	-3%
CN(CC(=O)O/N=C(\N)c1ccc([N+](=O)[O-])cc1)S(=O)(=O)c1ccc2ccccc2c1	4	104	100	3	192	23%	-3	192	-15%
CCOCCCNC(=O)C(c1ccc(Cl)cc1)N1CCN(c2ccccc2)CC1 (stereo not drawn)	4	89	85	-17	163	-22%	17	163	-6%
CCOC(=O)c1cnc(SCCc2ccccc2)nc1N	14	86	72	6	153	8%	-6	153	2%
CCC(Oc1ccccc1)C(=O)Nc1ccc(S(=O)(=O)N2CCOCC2)cc1 (stereo not drawn)	51	86	34	-3	106	.	3	106	.
Clc1ccc(CSc2nnc(CNc3cccc(Cl)c3)o2)cc1	-6	80	87	-12	140	70%	12	140	-1%
O=C(CSc1ccc(-c2ccccc2)nn1)NCc1ccco1	4	87	83	-7	102	.	7	102	.
CCN(CC)c1nc(Nc2ccc(Cl)cc2)nc(OCC#N)n1	.	.	.	-11	129	8%	11	129	-21%
CCOC(=O)c1ccc(NC(=O)Oc2ccccc2)cc1	-12	86	98	.	.	14%	.	.	14%
O=C(COC(=O)c1c2c(nc3ccccc13)CCCC2)Nc1ccc2c(c1)OCO2	-16	36	52	-2	186	-62%	2	186	-22%
CN1/C(=C/C(=O)c2cccs2)Sc2ccccc21	-9	47	56	14	142	28%	-14	142	1%
COc1ccc(OCC(=O)Nc2ccc(N3CCOCC3)c(Cl)c2)cc1	-8	91	99	4	125	19%	-4	125	-3%
O=C(Nc1ccc2c(c1)nc1n2CCOC1)c1ccco1	5	85	80	19	141	20%	-19	141	9%
Cc1ccc(S(=O)(=O)[N-]c2nc3ccccc3nc2-n2cc[n+](CCC(C)C)c2)cc1	10	91	81	5	61	-76%	-5	61	8%
O=C(Cn1cnc2c(nnn2-c2ccc(F)cc2)c1=O)NCc1ccco1	3	87	85	-7	113	-12%	6	113	-2%
N#Cc1cc2c(=O)n3ccccc3nc2n(Cc2cccnc2)c1=N	-10	66	76	1	120	.	-1	120	.
O=C(CNC(=O)Cc1ccccc1)NCC(=O)OCC(=O)c1ccccc1Cl	.	.	.	-6	103	-5%	6	103	-6%
CCC(=O)c1ccc(N2CCN(C(=O)c3ccc(Br)cc3)CC2)c(F)c1	3	77	74	9	200	6%	-9	200	-8%
C=CCn1c(N)c(C(=O)OC(C)(C)C)c2nc3ccccc3nc21	-11	30	40	0	54	-21%	0	54	-4%
Cc1ccc(C)n1-n1cnc2sc3c(c2c1=O)CCCCC3	13	101	88	26	164	-19%	-26	164	-45%

Overlap with the part before: four entries; new compounds follow.
SMILES	MRP resist rev	MRP resist rev cytotoxicity	MRP resist rev with doxorubicin	NFkB transloc pot	NFkB transloc pot cell count 2 µM	PLAP inhibition	IL1B NFkB inh	IL1B NFkB inh cell count 2 µM	Bcl-B TR3 displacers
O=C(CNC(=O)Cc1ccccc1)NCC(=O)OCC(=O)c1ccccc1Cl	.	.	.	-6	103	-5%	6	103	-6%
CCC(=O)c1ccc(N2CCN(C(=O)c3ccc(Br)cc3)CC2)c(F)c1	3	77	74	9	200	6%	-9	200	-8%
C=CCn1c(N)c(C(=O)OC(C)(C)C)c2nc3ccccc3nc21	-11	30	40	0	54	-21%	0	54	-4%
Cc1ccc(C)n1-n1cnc2sc3c(c2c1=O)CCCCC3	13	101	88	26	164	-19%	-26	164	-45%
CCOc1ccc(N(CC(=O)NC2CCCC2)S(=O)(=O)c2c(C)noc2C)cc1	4	79	75	-5	55	-9%	5	55	11%
C=CCc1ccccc1OCCCCN1CCCC1	-10	68	78	.	.	-8%	.	.	-3%
O=C(Cc1c(F)cccc1Cl)N1CCN(C(=O)c2ccco2)CC1	18	86	69	-10	96	6%	10	96	-8%
N#CCSc1nc2ccccc2c(=O)n1CCC(=O)NCCc1ccccc1	19	96	77	-9	107	15%	9	107	0%
CCOc1ccc(C(=O)OCn2nnc3ccccc3c2=O)cc1OC	7	98	91	.	.	7%	.	.	0%
CC(C)C(c1nnnn1C1CCCC1)N1CCOCC1 (stereo not drawn)	1	93	92	-11	99	.	11	99	.
COc1ccc2oc(=N)c(-c3nnc4n3CCCCC4)cc2c1	12	96	85	9	105	-8%	-9	105	-3%
N#Cc1c(N)nc2c(c1-c1ccncc1)CCCCCC2	5	97	92	1	158	.	-1	158	.
Cc1ccc(S(=O)(=O)N2CCOCC2)cc1C(=O)OCC(=O)N1c2ccccc2NC(=O)C1(C)C	.	.	.	18	195	-31%	-18	195	25%
O=C(Nc1ccc(Br)c(Cl)c1)c1ccco1	-29	53	82	6	124	13%	-6	124	-1%
O=C(Cn1c2ccccc2c(=O)c2ccccc21)N/N=C/c1cc([N+](=O)[O-])ccc1N1CCCCCC1	.	.	.	1	165	-1%	-1	165	-77%
Cc1ccc(/C(O)=C2\C(=O)C(=O)N(CCN(C)C)C2c2ccccc2F)cc1 (stereo not drawn)	-1	99	100	.	.	4%	.	.	-9%
O=C(Nc1ccc(N2CCN(C(=O)c3ccco3)CC2)c(Cl)c1)c1cccs1	-13	54	67	9	112	12%	-9	112	2%
CCN(CC)c1nc(C)c2c(c1C#N)CC(C)(C)OC2	-6	83	89	-12	124	7%	12	124	-3%
O=C(CSc1nnc2sc3ccccc3n12)N1CCN(c2ccccc2)CC1	18	95	77	-2	62	14%	2	62	2%
O=C(O)CSC(NC(=O)c1cccnc1)(C(F)(F)F)C(F)(F)F	4	97	93	-16	73	-15%	16	73	-1%
CCOc1cc(CNCc2ccncc2)cc(Br)c1OCc1ccccc1F	.	.	.	-3	115	-68%	3	115	8%
Cc1cc(C)n(C(=O)CNc2cccc(Cl)c2C)n1	.	.	.	3	153	14%	-3	153	-4%
CC(=O)CC(c1ccc([N+](=O)[O-])cc1)c1c(O)c2ccccc2oc1=O (stereo not drawn)	.	.	.	9	176	-23%	-9	176	2%
Cc1c(C)c2ccc(OCC(=O)N(C)C)c(C)c2oc1=O	10	79	69	4	158	28%	-4	158	-8%
COCCCn1c(SCc2ccccc2)nc2cc(OC)c(OC)cc2c1=N	.	.	.	-2	141	-37%	2	141	4%
COc1ccc(OCc2nnc3n2N=C(c2ccc(OC)cc2)CS3)cc1	-41	30	71	.	.	-42%	.	.	-1%
COc1ccc(NC(=O)c2cc(-c3ccccc3Cl)no2)cc1	.	.	.	24	208	17%	-24	208	0%
Cn1c(=O)oc2cc(S(=O)(=O)NCCC(=O)NC3CCCC3)ccc21	5	96	90	.	.	-5%	.	.	4%
CCOC(=O)N1CCN(C(=O)c2ccc(NS(C)(=O)=O)cc2)CC1	-1	97	97	-1	178	1%	1	178	-8%
Cc1cc(C)nc(NC(=O)/C=C/c2ccccc2Cl)n1	.	.	.	4	94	8%	-4	94	0%
COc1ccc(N2CCN(C(=O)CN(CCc3ccccc3)S(C)(=O)=O)CC2)cc1	-2	89	91	20	139	-80%	-20	139	0%
CCOC(=O)c1nn(-c2cc(C(=O)OC)cc(C(=O)OC)c2)cc1O	3	91	88	10	183	-6%	-10	183	10%
CC(=O)c1ccc(OCC(O)CN2CCN(CCO)CC2)cc1 (stereo not drawn)	-8	90	97	30	69	14%	-30	69	1%
O=[N+]([O-])c1cc(Cl)cc(/C=N\Nc2ccccn2)c1O	.	.	.	-8	126	-1%	8	126	7%

The list is partial, so the mix of outcomes need not match the whole.
